Screening results as filed in PubChem.
SSB-PriA inh: K. pneumoniae PriA-SSBct interaction inhibition | AlphaScreen SSBct-PriA binding, biotinylated peptide | inhibition, % at 33 µM | hit rate 0.6% among 430,000; in the data active = inhibition mostly above about 37%, no sharp cut-off; inactive = mostly below about 20%;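 also: plate controls were negative control peptide for no effect and reference peptide for full effect; strong numbers were not always called active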
The depositor's hits bear a star; & = joins results of further samples. A portion of the library; count on the stated rates, not on these rows.

Start of the data: the first 2 compounds, to show the layout:
mol | SSB-PriA inh
C=CCc1c(C)nc(C)nc1NN=Cc1ccc(F)cc1 | -1
Cc1ccccc1COc1cccc2[nH]c(C(=O)N3CCC(N4CCCCC4)CC3)cc12 | -19

The whole of this part, from the first entry:
mol | SSB-PriA inh
C=CCc1c(C)nc(C)nc1NN=Cc1ccc(F)cc1 | -1
Cc1ccccc1COc1cccc2[nH]c(C(=O)N3CCC(N4CCCCC4)CC3)cc12 | -19
Cc1nc2ccccn2c(=O)c1NC(=O)C(C)Oc1ccc2c(c1)OCO2 (stereo not given) | 7
COC(=O)[C@H]1c2ccsc2CCN1C(=O)c1ccc2c(c1)OCO2 | -1
COc1cccc(-n2c(N)cc(=O)nc2SCC(=O)Nc2nc3ccccc3s2)c1 | -8&-6
CC(=NO)c1ccc2c3c([nH]c2c1)CCCC3 | 10
CC1=NN(c2ccccc2)C(=O)/C1=C\N1CCC(C)CC1 | 9
CCOC(=O)c1c(SC(CC)C(=O)OCC)nc(=O)[nH]c1C (stereo not given) | 1&7
CC(C)(C)S(=O)(=O)[C@H]1CCN(S(=O)(=O)C2CCCCC2)C1 | -12
CN(C)[C@@H](CNC(=O)Nc1ccc(Cl)cc1)c1cccs1 | 2
CN(C)S(=O)(=O)c1cccc(NC(=S)NN=Cc2ccco2)c1 | 3
Cc1cc(S(=O)(=O)N2CCCCC2CCNC(=O)NC(C)(C)C)ccc1F (stereo not given) | 3
O=C(CCc1csc(NC(=O)c2ccc[nH]c2=O)n1)Nc1nc2ccccc2s1 | 0
Cc1cc(S(=O)(=O)Nc2cccc(C(=O)O)c2)c(C(C)C)cc1Br | -7
O=C(/C=C/c1ccc(-c2ccc(Cl)cc2)o1)c1ccc2noc(-c3ccccc3)c2c1 | 1
COc1cccc(C(=O)NCC(=O)N2CCC(S(=O)(=O)c3ccc(F)cc3)CC2)c1 | -5
CSc1ccc(-c2noc(CN3C(=O)COc4ccc(C(C)(C)C)cc43)n2)cc1 | -22
Cc1ccc(/C=C/S(=O)(=O)N(CCc2cccs2)Cc2cccnc2)cc1 | -2
O=C(/C=C1\SC(=O)N(CN2CCCCC2)C1=O)Nc1ccccc1 | -2
CC(C)NC(=O)c1ccc(I)o1 | -9
Cn1cc(S(=O)(=O)NCc2ccnc(-c3ccsc3)c2)cn1 | -7
Cc1cc(C)nc(OC2CCC(NC(=O)c3sc(C)nc3C)CC2)n1 (stereo not given) | -21
COc1cc(-c2nnc(N)o2)cc(OC)c1OC | -7
Cn1cccc1Cc1nnc(SCC(=O)Nc2ccc3c(c2)OCO3)n1-c1ccc(Cl)cc1 | 87*
CNC(=S)NN=Cc1ccc(N2CCOCC2)s1 | -9

Reformatted: 4 of the compounds above
CN(C)S(=O)(=O)c1cccc(NC(=S)NN=Cc2ccco2)c1
- SSB-PriA inh = 3
Cc1cc(S(=O)(=O)N2CCCCC2CCNC(=O)NC(C)(C)C)ccc1F (stereo not given)
- SSB-PriA inh = 3
O=C(CCc1csc(NC(=O)c2ccc[nH]c2=O)n1)Nc1nc2ccccc2s1
- SSB-PriA inh = 0
Cc1cc(S(=O)(=O)Nc2cccc(C(=O)O)c2)c(C(C)C)cc1Br
- SSB-PriA inh = -7

The list continues:
mol | SSB-PriA inh
CCOc1ccccc1NC(=O)C1CSc2nc(C(C)(C)C)cc(=O)n2C1 (stereo not given) | -7
CCOC(=O)c1ccc(NC(=NS(=O)(=O)c2ccccc2C)c2ccccc2)cc1 | -2
Cn1cc([C@@H](O)CNC(=O)NCc2ccc(Cl)cc2)c2ccccc21 | -6
COC(=O)c1sc(-c2ccccc2)cc1NC(=O)c1cccc(OC)c1OC | -23
O=C(NCC(c1ccsc1)N1CCc2ccccc2C1)c1cccs1 (stereo not given) | 0
O=C(Cc1nnc(-c2ccsc2)o1)Nc1ccc(OC(F)(F)F)cc1 | -5
O=C(Cc1cccs1)Nc1ccc2c(c1)CCC(=O)N2Cc1ccccc1 | 1
O=C(C(C=Nc1cc2c(oc1=O)CCCC2=O)=C(O)c1ccccc1)c1ccccc1 | -17
CNC(=O)Cc1csc(NC(=O)c2cnn3c2OCCC3)n1 | -15
CC(C)(C)c1ccc(NC(=O)NCC[C@H](O)C2CCOCC2)cc1 | -13
O=C(NCC#CCN1CCc2ccccc2C1)c1cc(-c2ccccc2)on1 | 8
CCOc1ccc(S(=O)(=O)NC[C@@](O)(c2ccccc2)C2CC2)cc1F | -6
OC(COc1c(F)cc(Br)cc1F)CN1CCN(Cc2ccc3c(c2)OCO3)CC1 (stereo not given) | 8
O=C(Cc1ccc2c(c1)OCO2)Nc1ccc(-c2nc3ccccc3s2)c(O)c1 | -18
COc1ccc(C(N)=NOC(=O)c2c(-c3ccccc3Cl)noc2C)cc1OC | -8
O=C(NCc1nn(CCN2CCCC2)c(=O)c2ccccc12)c1ccc(Cl)cc1Cl | -12
O=C(NCC(O)c1ccc2c(c1)CCO2)Nc1ccc2c(c1)OCO2 (stereo not given) | -7
O=S(=O)(Cc1ccco1)[C@H]1CCNC1 | -5
O=C(Nc1nc2c(s1)CCCC2)c1cc2cc([N+](=O)[O-])ccc2s1 | 7
CCN(CC)CCN(C(=O)c1ccc2c(c1)CCCC2)c1nc2c(F)cc(F)cc2s1 | 7
CCOC(=O)[C@@]1(Cc2ccccc2)Cc2ccccc2N(C(C)=O)C1 | -8
Cc1cc(C(=O)N2CCOCC2)nn1CC(=O)N1CCN(c2cccc(Cl)c2)CC1 | -38
CS(=O)(=O)c1cccc(-c2nnc(NC(=O)C3CC(=O)N(c4ccccc4)C3)o2)c1 (stereo not given) | 20
Cc1noc(C)c1CCC(=O)N1CC(S(=O)(=O)CC(C)C)C1 | -24
O=C(c1ccc(Cl)cc1)N1CC[C@H](c2ccccc2)C1 | 2

Sorted by length of the SMILES (rising): six of the compounds above
mol | SSB-PriA inh
O=C(c1ccc(Cl)cc1)N1CC[C@H](c2ccccc2)C1 | 2
CCOC(=O)[C@@]1(Cc2ccccc2)Cc2ccccc2N(C(C)=O)C1 | -8
CCOc1ccc(S(=O)(=O)NC[C@@](O)(c2ccccc2)C2CC2)cc1F | -6
O=C(Cc1ccc2c(c1)OCO2)Nc1ccc(-c2nc3ccccc3s2)c(O)c1 | -18
O=C(NCc1nn(CCN2CCCC2)c(=O)c2ccccc12)c1ccc(Cl)cc1Cl | -12
CS(=O)(=O)c1cccc(-c2nnc(NC(=O)C3CC(=O)N(c4ccccc4)C3)o2)c1 (stereo not given) | 20

2 compounds picked at random from those above:
mol | SSB-PriA inh
COC(=O)[C@H]1c2ccsc2CCN1C(=O)c1ccc2c(c1)OCO2 | -1
O=C(NCC(O)c1ccc2c(c1)CCO2)Nc1ccc2c(c1)OCO2 (stereo not given) | -7

Next part:
mol | SSB-PriA inh
O=C1C(=O)N(CCN2CCOCC2)C(c2ccccc2F)C1=C(O)c1ccc(S(=O)(=O)N2CCOCC2)cc1 (stereo not given) | -10
CC(=O)Nc1ccc2nc(Nc3nc4cc5c(cc4s3)OCO5)sc2c1 | -12
Cc1cc(-c2ccc(NC(=O)c3ccc(S(=O)(=O)N4CC(C)CC(C)C4)cc3)c(C)c2)ccc1NC(=O)c1ccc(S(=O)(=O)N2CC(C)CC(C)C2)cc1 (stereo not given) | 21&18
CCOC(=O)C1C(=O)C=C(c2ccc(C)cc2)CC1c1ccc(C(C)C)cc1 (stereo not given) | -4
O=C(CCc1ccccc1Br)NC[C@H]1CCCN1c1ccccc1 | 21
O=C(Nc1ccc2c(c1)C(c1ccccc1)=Nc1ccc(NC(=O)c3ccc(Cl)cc3)cc1C(c1ccccc1)=N2)c1ccc(Cl)cc1 | -5&2
COC1(CNC(=O)c2ccccc2C(F)(F)F)CCSC1 (stereo not given) | 3
O=C(Nc1nc2c(Cl)ccc(Cl)c2s1)c1ccc(F)cc1 | -4
O=C(NCC1CCN(Cc2ccco2)CC1)C(=O)NC1CCCC1 | -19
CNC(=O)c1ccsc1NC(=O)c1cc(OC)c(OC)c(OC)c1 | 0
CCN1CCN(C(=O)Cn2cc(S(=O)(=O)c3ccc(C)cc3)c3ccccc32)CC1 | -4
O=C(c1cc(C2CC2)on1)N(Cc1ccccn1)Cc1ccco1 | -13
CC(=CC(=O)c1ccncc1)Nc1ccccc1O | 4
COC(=O)c1ccc(C(=O)Nc2ccn3nccc3c2)cc1 | -6
O=C(C[n+]1ccc(C(=O)NN=Cc2ccc(O)cc2)cc1)c1ccccc1 | 1
COc1ccccc1N1CCN(S(=O)(=O)c2ccc(F)cc2C)CC1 | 5
Cc1ccc2oc(=O)n(S(C)(=O)=O)c2c1 | -6
O=C(O)[C@H](Cc1ccccc1)NS(=O)(=O)c1cccc(Cl)c1 | -6
COc1ccc(C=NO)cc1COc1ccc(NC(C)=O)cc1 | -17
O=C(Nc1ccccc1F)c1cc(C2CCN(C(=O)c3ncn[nH]3)CC2)[nH]n1 | 5
O=C(Nc1nc(-c2ccccn2)cs1)c1ccno1 | 125*
O=C(Nc1ccc2c(c1)N(C(=O)C1CC1)CC2)c1cc2ccccc2oc1=O | 8
Cc1cc(C)cc(NC(=O)CSc2ncc(-c3cccc(Br)c3)o2)c1 | -22
COC(=O)C1=C(NC(=O)c2ccccc2I)CCS1 | 51*
O=C(NN=Cc1ccc[nH]1)c1c[nH]c2ccccc12 | 2
COCCNC(=O)CC(=O)NN=Cc1ccc(C(=O)OC)cc1 | -5
O=C(CCn1ccc(=O)[nH]c1=O)NCCn1nc(-c2cccs2)n(C2CC2)c1=O | 2
O=C(/C=C/c1ccccc1)N1CCN(Cc2nc(-c3ccc(F)cc3)cs2)CC1 | 8
NC(=O)CSc1nc(-c2ccc(O)c(O)c2)cs1 | 0
Cc1cc2c(cc1C)NC(CC(=O)Nc1ccc(C)c([N+](=O)[O-])c1)C(=O)N2 (stereo not given) | -8
CCNc1nc(NCC)n2c(SCC(=O)NC3=C(C(=O)OCC)C4CCCC4S3)nnc2n1 (stereo not given) | -8&-4
NC(=NO)c1nc(N2CCCC2)nc(N(c2ccccc2)c2ccccc2)n1 | -8
O=C(Cn1c(=O)oc2ccccc21)N1CCC(S(=O)(=O)Cc2ccco2)CC1 | -4
O=C(CS(=O)(=O)c1cn(Cc2cccc(F)c2)c2ccccc12)Nc1ccc2c(c1)OCCO2 | -9
Fc1ccc(C2CC(c3ccc(Cl)cc3)=Nc3ccccc3S2)cc1 (stereo not given) | 3
O=C(CSc1nc2c(sc3ncccc32)c(=O)n1Cc1ccccc1)Nc1cc(F)ccc1F | -12
O=C(CC1CCCC1)N1CCN(c2ccc(-c3cccnc3)nn2)CC1 | -19
Cc1ccc(C=NNC(=O)Cc2ccc(Cl)cc2)s1 | 16
COc1ccc(SCCC(=O)Nc2ccc3sc(C)nc3c2)cc1 | -5
O=C(/C=C/c1ccccc1Cl)Nc1ccc([N+](=O)[O-])cc1Br | -12
O=C(CC(=O)NC1CCCCC1)NN=Cc1ccc(Cl)cc1 | -11
COC(=O)C1CCN(S(=O)(=O)c2ccc(N3C(=O)CCC3=O)cc2)CC1 | -7
CCn1nc(C)cc1C(=O)Nc1cccc(Cl)c1Cl | -13
O=c1oc2cc(OCC(O)Cn3cncn3)ccc2c2c1CCC2 (stereo not given) | -9
COc1ccc(NC(=O)Nc2cccc(-c3ccc(N4CCOCC4)nn3)c2)cc1OC | -5
COc1ccc(CCC(=O)NCCn2ncccc2=O)cc1 | -2
O=C(Nc1cccc(C(F)(F)F)c1)c1ccc(N2CCCCC2)nn1 | -26
Fc1ccc(NN=Cc2ccc(N3CCOCC3)cc2)c(F)c1 | -2
O=S(=O)(C1CC1)N1Cc2cncnc2C1 | -5
Nc1nc(SCC(=O)NC[C@H]2CCCO2)[nH]c(=O)c1NC(=O)c1ccc(F)cc1 | -18

Next structures follow:
molecule	SSB-PriA inh
CC(C)(C)NC(=O)NCC(c1cccs1)N1CCc2ccccc21 (stereo not given)	13
Cc1cccc(NC(=O)Cc2csc(Nc3ccc(S(C)(=O)=O)cc3)n2)c1C	-1
Cc1cc(C(=O)NN=Cc2cccc([N+](=O)[O-])c2O)n[nH]1	92
CC(C)(C)n1ncc2c(=O)n(NC(=O)c3cc4ccccc4o3)cnc21	-8&-1
C(=NNc1nc(-c2ccccc2)cs1)c1cccs1	3
COc1ccc(S(=O)(=O)N2CCN(Cc3nc(C(C)(C)C)cs3)CC2)cc1	4
O=C(CSc1nnc(-c2cccnc2)o1)NCc1ccc(F)cc1	1
Cc1ccc(C)c(NC(=O)C(=O)NCCN2CCOC(c3ccccc3)C2)c1 (stereo not given)	-25
CCCN1C(=O)C(C)(C)COc2ccc(NC(=O)c3c(-c4ccccc4Cl)noc3C)cc21	-1&22
O=C1COc2ccccc2N1Cc1nc(-c2ccc(F)cc2)no1	-30
Cc1nnsc1C(=O)N1CCCC(c2nnc(-c3ccsc3)o2)C1 (stereo not given)	-11
Cc1cc(N2CCN(Cc3ccccc3)CC2)n2nc(C)nc2n1	5
COc1cc(C(=O)NCC(=O)NN=Cc2cccs2)cc(OC)c1OC	-10
CC(C)N(Cc1ccco1)N=Cc1c(O)n(Cc2ccccc2)c(=O)[nH]c1=O	-5
O=C(C=CNc1cccc([N+](=O)[O-])c1)c1cccs1	20
COc1ccc(C[C@](C)(O)CNC(=O)c2ccc(-c3ccccc3)cc2)cc1	-10
Cc1ccc(C(CN)OCCO)cc1 (stereo not given)	-8
COc1cccc(OC)c1C(=O)Nc1nc(CSCc2ccc(F)cc2)cs1	-4
CC(C)C(=O)N1c2ccccc2CC1C(N)=O (stereo not given)	-7
O=C(NN=Cc1c(O)ccc2ccccc12)c1cncc(Br)c1	-15
Cc1cc(C=Nn2cnnc2)c(C)n1-c1ccc2ncccc2c1	-2
COC(=O)C1CC(Oc2ccccc2F)CN1C(=O)c1ccno1 (stereo not given)	-12
O=c1ccc(-n2ccc3ccccc32)nn1CCNS(=O)(=O)c1cccnc1	6
Cc1ccc(N=C2CC(=O)N(c3ccccc3)C2)c(C)c1	-14
COc1cccc2cc(-c3nnc(NC(=O)Cc4ccc(Cl)s4)o3)oc12	7&11
Cc1noc(C)c1C(=O)NCCC(O)C1CCOCC1 (stereo not given)	-3
CN(C)c1ccc(CCCNC(=O)Cc2cccs2)cc1	7
